# VLA-4 inh: inhibition in human VLA-4 binding assay, primary screen, VLA-4 allosteric modulator project, MLPCN library, flow cytometry, VLA-4 expressing cells; Integrin alpha-4 (Homo sapiens), P13612; ligand binding flow cytometry; inhibition, % (about 7 µM as worked out from the volumes in the protocol); 330,000 compounds, 0.2% hits; in the data active = inhibition above about 50%
# BCLXL inh: inhibitors of human Bcl-xL, primary screen, biochemical, fluorescence polarization, HTS. Bcl-2-like protein 1 (Homo sapiens), Q07817. GST-Bcl-xL / FITC-Bim BH3 peptide fluorescence polarization. inhibition, % at 10.9 µM. 320,000 compounds, 0.7% hits;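 active = inhibition above the mean of all tested compounds plus 3 SD, cutoff set per campaign, cut at about 30% in these data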;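 note: 0% = DMSO wells and 100% = unlabeled Bim-BH3 peptide competitor; inhibitors lower millipolarization by displacing the labeled peptide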
# Target sequence (Q07817 whole entry, looked up): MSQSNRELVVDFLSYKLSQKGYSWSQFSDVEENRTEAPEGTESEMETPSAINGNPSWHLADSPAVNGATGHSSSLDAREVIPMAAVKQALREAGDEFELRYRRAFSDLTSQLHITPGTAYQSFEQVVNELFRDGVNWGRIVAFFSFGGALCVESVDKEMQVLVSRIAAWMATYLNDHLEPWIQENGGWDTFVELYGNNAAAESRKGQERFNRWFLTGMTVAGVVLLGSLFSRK
# GRK2 inh: compounds blocking aptamer binding on GRK2 – biochemical, human GRK2, bead flow cytometry, HTS, primary screen | FAM-aptamer displacement from GRK2 | inhibition of aptamer binding, % at 10 µM | 330,000 compounds, 0.59% hits | AID 488847, 2010;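 active = inhibition of aptamer binding above 40%, roughly 3 SD of noise, on plates passing a quality check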;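 note: median bead fluorescence of bound FAM aptamer so fluorescent compounds give negative values; no value below 0 was filed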
# AGP1-GFP MLPCN: modulators of AGP1-GFP expression in yeast TOR pathway, primary screen, cell-based, multiplex flow cytometry, S. cerevisiae, MLPCN library. 3 h; GFP as percent of DMSO wells. GFP response vs DMSO, % at 10 µM. 320,000 compounds, 0.02% hits;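 active = GFP response relative to DMSO above a set limit, near screen average plus 3 SD, cut at about 150% in these data; inconclusive = fewer than 70 cells counted for the yeast strain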;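 note: median GFP channel fluorescence of the gated AGP1 strain per well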
# MCL1 BIM primary: inhibitors of MCL1 binding to BIM-BH3, primary screen, biochemical, fluorescence polarization | Induced myeloid leukemia cell differentiation protein Mcl-1 (Homo sapiens), Q07820 | GST-MCL1 / FITC-Bim-BH3 fluorescence polarization | inhibition, % at 10.9 µM | 320,000 compounds, 0.68% hits | AID 2057, 2009;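 active = inhibition above the mean inhibition of all tested compounds plus 3 SD, set per campaign, cut at about 40% in these data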;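 note: 0% = DMSO wells and 100% = unlabeled Bim-BH3 peptide control; higher means more loss of mP so more displacement of Bim peptide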
# Target sequence (Q07820 whole entry, looked up): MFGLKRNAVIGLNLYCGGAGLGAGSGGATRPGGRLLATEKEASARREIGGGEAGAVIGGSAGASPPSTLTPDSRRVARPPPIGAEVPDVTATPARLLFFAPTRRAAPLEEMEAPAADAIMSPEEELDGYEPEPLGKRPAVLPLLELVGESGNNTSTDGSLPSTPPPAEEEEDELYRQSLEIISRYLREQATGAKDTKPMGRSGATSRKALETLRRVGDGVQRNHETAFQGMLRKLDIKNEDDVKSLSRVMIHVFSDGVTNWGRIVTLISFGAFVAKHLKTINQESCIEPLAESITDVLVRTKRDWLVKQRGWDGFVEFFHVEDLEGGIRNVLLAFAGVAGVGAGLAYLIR
# CIT2 TOR yeast: modulators of CIT2-GFP expression in yeast, primary screen, S. cerevisiae, GFP fusion, multiplex flow cytometry, MLPCN library; 320,000 compounds, 0.065% hits; GFP response vs DMSO, % at 10 µM; S. cerevisiae CIT2-GFP strain, 3 h; 100 means same as DMSO wells;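 active = GFP response relative to DMSO above a set limit, near the screen mean plus 3 SD, cut at about 150% in these data; inconclusive = Fewer than 70 cells measured for a yeast strain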;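 note: ratio of well median GFP fluorescence to mean of DMSO wells on the plate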
# GLD-1 RNA inh: GLD-1/TGE RNA complex disruptors, primary screen, biochemical, fluorescence polarization | Female germline-specific tumor suppressor gld-1 (Caenorhabditis elegans), Q17339 | AID 2280, 2010 | 320,000 compounds, 0.44% hits | inhibition, % at 5.96 µM | purified GLD-1 + fluorescein TGE RNA;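 active = percent inhibition above a per-plate cutoff, the plate mean of test compounds plus 3 SD, cut at about 30% in these data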;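 note: 0% = DMSO wells with GLD-1 and probe and 100% = wells lacking GLD-1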
# Fam108B counter: mouse Fam108B serine hydrolase inhibitors, primary screen, counter-screen for RBBP9 inhibitor project, biochemical, fluorescence polarization; recombinant Fam108B, FP-Rh probe fluorescence polarization; 300,000 compounds, 0.33% hits; AID 1947, 2009; inhibition, % at 9.51 µM;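 active = inhibition above the screen mean inhibition plus 3 SD, computed separately per campaign, cut at about 18% in these data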;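 note: inhibitors lower polarization as less probe binds the enzyme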
# MEX-5 binding: MEX-5 zinc finger RNA-binding disruptors – biochemical, C. elegans, fluorescence polarization, MLPCN library, primary screen | 300,000 compounds, 0.38% hits | activity score (negative = inhibition of binding), % at 10 µM | MEX-5/FITC-TCR2 RNA binding; active compounds read low | Zinc finger protein mex-5 (Caenorhabditis elegans), Q9XUB2 | AID 1832, 2009;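 active = inhibition past about -25% in most replicates, and total fluorescence under double the plate's negative control median, limit read from the data; inconclusive = replicates evenly split on the limit, or fluorescence at least double controls; inactive = too little inhibition in most replicates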;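 note: 0% = DMSO and -100% = 5 µM competing unlabeled TCR2 RNA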
# Target sequence (Q9XUB2 whole entry, looked up): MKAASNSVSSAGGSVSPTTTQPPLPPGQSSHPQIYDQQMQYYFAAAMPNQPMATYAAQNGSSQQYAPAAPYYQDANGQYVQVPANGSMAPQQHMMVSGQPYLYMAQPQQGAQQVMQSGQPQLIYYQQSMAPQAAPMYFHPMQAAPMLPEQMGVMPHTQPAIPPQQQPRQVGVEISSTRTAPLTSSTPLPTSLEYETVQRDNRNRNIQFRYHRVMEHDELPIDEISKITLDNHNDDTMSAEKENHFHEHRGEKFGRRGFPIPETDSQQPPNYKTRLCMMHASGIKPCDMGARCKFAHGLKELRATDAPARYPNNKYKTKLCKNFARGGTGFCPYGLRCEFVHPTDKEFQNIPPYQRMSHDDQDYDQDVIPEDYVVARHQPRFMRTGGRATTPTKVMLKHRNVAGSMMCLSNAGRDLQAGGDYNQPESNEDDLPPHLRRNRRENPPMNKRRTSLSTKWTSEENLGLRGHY
# Active calls of the source: *; ? = inconclusive; / = no result given.
SMILES,VLA-4 inh,BCLXL inh,GRK2 inh,AGP1-GFP MLPCN,MCL1 BIM primary,CIT2 TOR yeast,GLD-1 RNA inh,Fam108B counter,MEX-5 binding
COC(=O)c1cn(Cc2cc(OC)ccc2OC)cc(F)c1=O,8,-2,0,92,0,100,0,-1,2.4
COc1ccc(/C=C(\NC(=O)c2ccco2)C(=O)NCCc2nc3ccccc3[nH]2)cc1,-8,5,4,119,6,109,-1,0,-1.8
O=C(O)c1ccccc1OCCOc1ccccc1,2,-1,1,102,1,102,0,-3,1.8
Cc1cc(C(=O)Nc2ccc3c(c2)OCCO3)c(C)o1,-237,-3,1,88,1,87,3,1,-0.6
CCC(C)[C@H](NC(=O)[C@@H]1Cc2ccccc2CN1C(=O)OC(C)(C)C)C(=O)NCC1CCC(C(=O)O)CC1 (some centres undefined),2,11,0,98,2,91,8,0,4.6
CC(=O)Nc1ccc(N2C(=O)CSC2c2ccc([N+](=O)[O-])cc2)cc1 (centres undefined),3,6,1,99,9,103,-1,-1,0.5
CC1CCC(NC(=O)CSc2nnc(-c3cccnc3)o2)CC1 (centres undefined),4,1,0,96,-3,88,4,/,/
COc1ccc(NC(=O)Nc2ccccc2SC)cc1,-4,9,22,106,15,101,4,5,0.7
Cc1onc(-c2c(Cl)cccc2Cl)c1C(=O)N=C(N)N1CCCC1,16,7,1,116,1,99,7,1,0.0
Brc1ccccc1Cn1c(-c2cncs2)nc2ccccc21,30,5,4,82,3,89,3,-2,-4.1
O=C(OCC(=O)N1CCc2ccccc2C1)c1ccc(N2CCOCC2)c([N+](=O)[O-])c1,10,1,0,104,-12,93,2,-1,-1.3
COc1ccc(-n2c(COc3cccc(C)c3)n[nH]c2=S)cc1,4,-12,0,110,-4,107,-1,-3,-0.5
Cc1ccc(NC(=O)[C@@H]2CCCN2C(=O)c2cccs2)cc1S(=O)(=O)N1CCCCC1,-3,-8,5,96,-17,92,8,/,/
COc1ccc(CNC(=O)CN(C)S(=O)(=O)c2ccc3c(c2)n(C)c(=O)c(=O)n3C)cc1,10,0,0,104,0,108,0,-1,-2.5
C/C=C/c1ccc(OCCOCCOc2cccc3cccnc23)c(OC)c1,5,6,0,90,8,95,3,-4,1.8
Cc1nnc(SCC(=O)NCc2ccco2)n1Cc1ccccc1,8,1,0,100,-5,95,6,4,0.6
Cc1cccc(CN2C(=O)NC(c3ccccc3)(c3ccccc3)C2=O)c1,3,0,0,95,-8,95,10,3,0.7
S=C(NCCc1ccccc1)N1CCc2ccccc2C1,-8,1,95*,95,9,109,-3,0,1.4
CCOC(=O)c1c(C)nc2c(c1-c1ccc(Cl)cc1)C(=O)CC(C)(C)C2,8,2,0,110,4,107,7,-2,1.6
CC(C)CN(C(=O)COC(=O)c1ccc2c(c1)OCCO2)c1c(N)n(Cc2ccccc2)c(=O)[nH]c1=O,-6,0,0,103,-5,95,-2,0,3.0
C/C(CC(=O)Nc1ccc(F)cc1)=N\NC(=O)c1ccccn1,15,-6,2,101,0,97,-7,-5,-2.6
O=C(N/N=C/c1ccc(Cl)c([N+](=O)[O-])c1)c1cnccn1,3,3,1,92,14,95,-1,2,-2.3
O=C(Cn1nnc(-c2ccc3c(c2)OCO3)n1)NCc1ccco1,-1,13,3,106,15,109,13,4,3.0
COc1ccc2oc(C(=O)OCC(=O)NCCc3ccc(S(N)(=O)=O)cc3)c(C)c2c1,-2,2,2,102,6,94,9,/,/
CC1NC(=O)N(C)[C@@H]2NC(=O)N(C)C(c3ccc([N+](=O)[O-])cc3)[C@@H]12 (some centres undefined),11,3,1,103,0,96,5,-1,1.2

# Additional entries.
SMILES,VLA-4 inh,BCLXL inh,GRK2 inh,AGP1-GFP MLPCN,MCL1 BIM primary,CIT2 TOR yeast,GLD-1 RNA inh,Fam108B counter,MEX-5 binding
COc1ccccc1-c1csc(NC(=O)c2ccc(N3C(=O)CCC3=O)cc2)n1,7,0,1,106,-2,114,1,-2,-0.1
Cc1noc(NS(=O)(=O)c2ccc(N/C=C/C(=O)c3cccnc3)cc2)c1C,13,2,0,89,-3,85,4,0,0.7
CCOC(=O)c1c(NC(=O)CSc2nc(C)cc(C)c2C#N)sc(C(C)=O)c1C,14,10,0,104,9,95,2,3,0.3
O=C(Nc1ccccc1C(=O)N1CCOCC1)c1ccc(Cl)cc1,9,4,0,98,3,111,-9,1,0.8
O=C1NC(c2ccco2)Nc2ccccc21 (centres undefined),21,3,2,103,5,103,-8,1,1.0
CCCCCCCCCC(=O)N1c2ccccc2NC(=O)C1CC(=O)Nc1ccc(C(=O)O)cc1 (centres undefined),5,5,0,?,4,?,1,-2,-5.7
Cc1ccc(-c2cc(C(F)(F)F)n3ncc(C(=O)N4CCN(C)CC4)c3n2)cc1,11,12,1,96,0,95,6,-3,0.0
Cc1nc2ccccc2c2oc(C(=O)N3CCC(C)CC3)cc12,22,4,0,108,-4,110,1,-2,3.3
CNC(=O)NC(=O)CSc1cccc(C(F)(F)F)c1,16,1,3,102,7,97,-4,-1,0.4
O=C(Cn1c(=O)oc2ccc(Cl)cc21)Nc1ccon1,13,10,0,89,10,88,11,1,0.8
COc1ccc(OC2C(=O)N(c3ccc(C)c(C)c3)C2c2ccc(OC)c(OC)c2)cc1 (centres undefined),-5,2,3,102,-1,111,3,-3,0.9
O=C(c1cc(F)c(F)cc1Cl)N1CCOCC1,9,-2,0,103,2,101,2,-1,0.0
C/C(CCC(C)C)=N\NS(=O)(=O)c1ccc(C)c([N+](=O)[O-])c1,-11,10,0,100,6,108,3,11,1.7
c1ccc(N2N=C(c3cccs3)CC2c2ccco2)cc1 (centres undefined),17,-1,0,22,4,68,1,2,-1.3
O=C1c2ccccc2C(=O)C1c1ccccc1F,11,3,0,99,1,101,5,-3,-1.2
O=C(Oc1ccc(Br)cc1)c1cccc(S(=O)(=O)N2CCOCC2)c1,4,4,0,91,2,94,7,2,0.4
O=Cc1cc(Br)c(OC(=O)N2CCOCC2)c(Br)c1,17,1,0,89,-3,92,-4,-4,0.5
CCOC(=O)[C@H]1[C@H]2COc3ccc(OC)cc3[C@@H]2N2C(=O)c3ccccc3NC(=O)[C@@]12C,/,1,/,/,-1,/,5,-1,/
O=C(NCc1cccc(CNC(=O)C(=O)NCC2CCCO2)c1)C(=O)NCC1CCCO1 (centres undefined),1,3,0,100,-2,87,-4,1,2.1
NC(=O)Nc1cc(Cl)ccc1Cl,-8,7,0,/,8,/,-3,2,0.5
O=C(O)c1ccc(N2C(=O)c3ccc(C(=O)c4cccc([N+](=O)[O-])c4)cc3C2=O)cc1,2,1,5,99,0,107,-13,5,-0.6
CCN(CC)S(=O)(=O)c1cccc(-c2csc(C)n2)c1,1,4,2,99,0,107,2,2,1.1
COc1ccc(-c2n[nH]c(=S)n2-c2ccccc2C)cc1,8,-8,0,106,-4,101,6,-3,1.1
CSc1ccc(CN(C)C(C)C(=O)NCc2ccccc2)cc1 (centres undefined),-5,6,2,106,3,89,-2,1,-1.2
O=C(CCc1ccccc1)NCc1ccncc1,-8,/,3,97,/,100,/,/,-2.5

# Further entries.
SMILES,VLA-4 inh,BCLXL inh,GRK2 inh,AGP1-GFP MLPCN,MCL1 BIM primary,CIT2 TOR yeast,GLD-1 RNA inh,Fam108B counter,MEX-5 binding
Cc1ccc(C(=O)CCC(=O)N2CCN(c3ccc(F)cc3)CC2)cc1,-22,5,1,99,5,106,3,1,-0.3
Cc1ccc(C2=NN(C(=O)CN3CCN(C4CCS(=O)(=O)C4)CC3)C(c3ccco3)C2)cc1 (centres undefined),9,-4,0,96,-6,93,4,/,/
COc1ccc(Cc2nnnn2CC(=O)O)cc1,3,2,2,89,-3,92,2,4,-2.1
Cc1nc(NC(=O)C2CC2)sc1C,-1,6,3,103,7,109,3,-1,-2.3
CC(C)COC(=O)c1ccccc1OC(=O)c1ccncc1,11,-2,1,98,10,97,2,5,0.8
O=C(NCCc1ccccc1)C1CCC(Cn2c(=O)c3ccccc3n(Cc3cccc(F)c3)c2=O)CC1 (centres undefined),19,1,4,94,9,97,3,-2,-0.4
O=C(CCCN1C(=O)/C(=C/c2cccs2)SC1=S)Nc1cccc(O)c1,1,-1,0,98,-3,102,-2,-3,0.5
O=[N+]([O-])c1ccc(/C=C/c2ccc3ccccc3n2)cc1,-11,2,12,108,-1,93,0,-6,-5.4
CSCCC(NS(=O)(=O)c1ccc(C)cc1)C(=O)N1CC=C(c2ccccc2)CC1 (centres undefined),1,2,1,103,-1,92,6,0,0.9
CCCCNc1nc(NC)nc(Cl)c1SC,-3,9,3,105,20,97,13,1,-1.1
CCCCn1c(N)c(N(Cc2ccccc2OC)C(=O)COc2ccccc2OC)c(=O)[nH]c1=O,-1,0,3,91,-8,83,-5,-1,2.5
O=C(Nc1ccc(Cc2ccncc2)cc1)c1ccc(Cl)c([N+](=O)[O-])c1,7,-5,0,97,-5,93,8,-3,-0.4
CCOC(=O)c1c(NC(C)=O)sc2c(OCC(O)CNC(C)(C)C)c(Br)ccc12 (centres undefined),-1,4,0,100,17,94,9,-3,0.9
O=C(CNCc1ccncc1)Nc1cc(S(=O)(=O)N2CCCCC2)ccc1Cl,35,2,0,103,-2,98,-14,-3,-11
O=C(NCc1nc2ccccc2[nH]1)c1ccc(S(=O)(=O)N2CCCC2)cc1,12,3,0,104,7,107,5,-2,-1.5
CCC1CCCCN1C/C=C/c1ccccc1[N+](=O)[O-] (centres undefined),-2,5,3,109,8,108,4,2,-0.5
COc1ccc(CNC(=O)CCSCc2cccc(Cl)c2)cc1,11,3,0,93,-1,92,-1,-2,2.3
COc1cccc(N(C(=O)c2ccn[nH]2)C2(C(=O)Nc3c(C)cccc3C)CCCCC2)c1,-1,6,0,101,11,86,-3,3,/
Cn1cc(S(=O)(=O)NCC2CCCO2)c(=O)n(C)c1=O (centres undefined),-6,4,0,99,6,91,-9,0,-0.6
COc1ccc(-c2nnc(SCC(=O)NC3CCCc4ccccc43)n2N)cc1 (centres undefined),-5,0,2,90,2,103,-1,3,-0.5
COc1ccc(CNc2nc3ccccc3n2C(C)C)cc1,3,3,3,102,3,104,1,3,-0.5
COc1cc(NC(=O)CSc2ccc(-c3ccccn3)nn2)cc(OC)c1,14,-1,0,85,2,84,3,-1,1.7
CC(NC(=O)Cc1ccc(F)cc1)c1ccccc1 (centres undefined),2,4,0,94,4,84,12,-3,2.8

# Gathered by group: the entries above containing a tert-butyl group
SMILES,VLA-4 inh,BCLXL inh,GRK2 inh,AGP1-GFP MLPCN,MCL1 BIM primary,CIT2 TOR yeast,GLD-1 RNA inh,Fam108B counter,MEX-5 binding
CCC(C)[C@H](NC(=O)[C@@H]1Cc2ccccc2CN1C(=O)OC(C)(C)C)C(=O)NCC1CCC(C(=O)O)CC1 (some centres undefined),2,11,0,98,2,91,8,0,4.6
CCOC(=O)c1c(NC(C)=O)sc2c(OCC(O)CNC(C)(C)C)c(Br)ccc12 (centres undefined),-1,4,0,100,17,94,9,-3,0.9

# From PubChem BioAssay
